# HepG2 tox – kills HepG2 cells in TGF-b inhibitor counter-screen. HepG2 CAGA-GFP viability, ATP luminescence, 18 h. Potency, µM (highest dose often 46.1 µM), for the others: at the top dose activity change, negative = cytotoxicity, hits mostly cytotoxic. 410,000 compounds, 0.76% hits. AID 588856; also: potency is read from the fitted curve at half-maximal effect; some results filed as inactive show a strong effect at the top dose
#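 CellTiter-Glo luminescence gave cytotoxicity after 18 hours at 37 degrees C. The cells were HepG2 CAGA-GFP in 1% FBS DMEM, stimulated with 500 pg/mL TGF-beta after compound addition. %Activity was normalised to no-cell wells (complete cell-killing) and DMSO (no toxicity), and curves were fitted and classified.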
# Abeta yeast res – A-beta toxicity reversal in yeast; Potency, µM (titrated, usually from 46.1 µM), for the others: at the top dose growth rescue, hits mostly activators; AID 1347071; yeast expressing A-beta42, growth rescue, OD600, 48 h; response scale: 0% DMSO, 100% iron-clioquinol control; 410,000 compounds, 0.063% hits; also: potency is read from the fitted curve at half-maximal effect; nearly all actives have a fitted effect of over 55% in size
#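 Yeast growth medium received pinned compounds, then yeast cells expressing toxic A-beta were added; plates incubated at 30 C for 48 hr. Growth read as absorbance at 600 nm, normalized to DMSO and equimolar FeCl3 plus clioquinol controls.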
# Nrf2 activator – activates Nrf2 signaling. AREc32 ARE-luciferase reporter (MCF7-derived line), luminescence, 24 h. Potency, µM (highest dose often 46.1 µM), for inactives: at the highest dose activation, usual class: activators. 410,000 compounds, 0.31% hits. AID 624171; also: potency is read from the fitted curve at half-maximal effect; % of control where 0% means no effect; nearly all actives have a fitted effect of over 65% in size
#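 Luminescent ARE reporter assay in AREc32_Fluc cells: overnight plating at 37 deg C, 24 hr compound incubation, Steady-Glo added, 30 min RT before reading.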
# MmCpn inh – blocks the Methanococcus maripaludis chaperonin Mm-Cpn. Potency, µM (doses to about 76.9 µM), for inactives: top-dose activity, negative = inhibition, most hits filed as inhibitors. 330,000 compounds, 0.031% hits. purified Mm-Cpn ATPase, ADP Transcreener TR-FRET; also: potency is read from the fitted curve at half-maximal effect; % is scaled to controls: 0 for no effect and ±100 for the full control effect; nearly all actives have a fitted effect of over 80% in size
#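 Measured: ADP formation by purified Mm-CPN. Conditions: 25 nM protein, 10 uM ATP, Tris pH 7.4 with Mg2+, K+ and DTT, 37°C for 30 min. Detection: Transcreener HTRF after 30 min at room temperature.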
# CCT chaperon mod – changes cytosolic chaperonin activity. 360,000 compounds, 0.3% hits. activity change, % (concentration not given with the values), hits read low. AID 651819. purified chaperonin ATPase assay, HTRF ADP detection, 30 min; in the data active = activity change below about -30%; also: % is scaled to controls: 0 for no effect and ±100 for the full control effect
#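 ATPase activity: ADP formed was measured by HTRF Transcreener (665/615 nm ratio) after 30 min at 37 deg C with 10 uM ATP. Compounds screened at one 76 uM concentration against 40 or 20 nM TRiC in Tris pH 7.4/KCl/MgCl2/DTT buffer.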
# TGFb inhibitor – TGF-b pathway inhibition; AID 588855; 410,000 compounds, 1.2% hits; HepG2 CAGA-GFP TGF-b/SMAD3 reporter, GFP fluorescence, 18 h; TGF-beta stimulated, 500 pg/mL final; Potency, µM (highest dose often 46.1 µM), for the others: top-dose activity, negative = inhibition, hits mostly inhibitors; also: potency is read from the fitted curve at half-maximal effect; % is scaled to controls: 0 for no effect and ±100 for the full control effect; nearly all actives have a fitted effect of over 65% in size
#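 Smad-responsive CAGA-GFP expression was quantified in HEPG2 cells exposed to compounds and 500 pg/mL final TGF-beta for 18 h at 37 degrees C; unstimulated wells defined full inhibition.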
# A549 tox – A549 cytotoxicity, counter-screen for Nrf2 inhibitors; A549 ARE-Fluc cells, CellTiter-Fluor viability, 18-24 h; Potency, µM (highest dose often 46 µM), inactives show top-dose activity change, negative = cytotoxicity, usual class: inhibitors; 390,000 compounds, 0.16% hits; also: potency is read from the fitted curve at half-maximal effect; % is scaled to controls: 0 for no effect and ±100 for the full control effect
#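 A549 ARE-Fluc cells in 5% FBS OPTI-MEM, 5000 cells/well, rested 2 h then exposed to compounds in concentration-response for 18-24 h at 37 °C. Viability by CellTiter-Fluor fluorescence (Ex 405/Em 525) after 30 min; luciferase luminescence (BugLite, 15 min, RT) read afterwards.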
# Nrf2 block – blocks Nrf2 signaling. Potency, µM (doses to about 46 µM), inactives show at the top dose activity change, negative = inhibition, usual class: inhibitors. AID 504444. 360,000 compounds, 2.1% hits. A549 ARE-Fluc reporter, luciferase luminescence, 18-24 h; also: potency is read from the fitted curve at half-maximal effect; % is scaled to controls: 0 for no effect and ±100 for the full control effect; nearly all actives have a fitted effect of over 60% in size
#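 Concentration-response testing used A549 ARE_Fluc cells at 5000 cells/well. Following an 18-24 h compound incubation, viability was read by fluorescence (Ex 405/Em 525) and luciferase output by luminescence.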
# Akt phos inh – Akt phosphorylation inhibition; Neuro2A IGF-stimulated pAkt S473 HTRF, 20 min; hits give low values; activity change, % for hits at 50 µM; 360,000 compounds, 0.32% hits; AID 651550; in the data active = activity change below about -80%; inconclusive = mostly about -51% to -80%; also: % is scaled to controls: 0 for no effect and ±100 for the full control effect
#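 Neuro2A cells (4,500/well, DMEM with 0.5% FBS) were treated with compound at a single 50 µM final concentration, stimulated with 6 nM IGF for 20 min at 37 °C, and lysed. Phospho-Akt Ser473 was read by HTRF as 665/615 ratio ×10^4.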
# * hit, by the source's call; i = inactive; ? = inconclusive; . = not tested or not shown; & = joins results of further samples. Unless noted, calls follow the shape of the dose curve; as a rule, active = well fitted curve in the direction sought with a large enough effect; inconclusive = small, poorly fitted or top-dose-only effect, or another doubt; inactive = no such curve, though single readings can be large; an effect the other way counts as inactive or inconclusive.
SMILES,HepG2 tox,Abeta yeast res,Nrf2 activator,MmCpn inh,CCT chaperon mod,TGFb inhibitor,A549 tox,Nrf2 block,Akt phos inh
COc1cccc(Oc2nc(N)ncc2[N+](=O)[O-])c1,-6%,1%,9.6%,-1%,-1.1,-3%,-25%,-2%,i
Cc1ccc(N=C2NC(=O)/C(=C/c3cccn3C)S2)cc1,6%,15%,5.5%,-3%,-1.8,-3%,?,9%,i
CN1C(=O)CC(N2CCN(c3ccc(Cl)c(Cl)c3)CC2)C1=O (centres undefined),-31%,-5%,0.3%,-1%,-4.1,4%,7%,-8%,i
COc1ccc(NC(=O)Nc2ccc(Cc3ccncc3)cc2)cc1OC,-21%,3%,0.0%,1%,-1.4,11%,1%,?,i
CC(=O)Nc1ccc(NC(=O)COc2ncnc3ccccc23)cc1,-3%,-14%,0.0%,-2%,-0.1,-9%,2%,2%,i
COc1ccc(-c2oc3c(c2C(=O)OCCCO)C(OCCCCCO)CCC3)cc1 (centres undefined),.,-1%,0.1%,.,-0.2,.,.,.,i
Cc1cc(NC(=O)CS(=O)(=O)c2cn(Cc3cccc(C(F)(F)F)c3)c3ccccc23)no1,-1%,-19%,0.3%,.,-1.2,?,.,.,i
Nc1c(Cl)cc(NC(=O)c2ccccc2C(=O)O)cc1Br,-17%,-8%,1.5%,-2%,-0.1,-4%,0%,11%,i
CCc1ccc(-c2nnn(Cc3nc4ccccc4s3)n2)cc1,-2%,9%,2.5%,0%,-0.6,-2%,-29%,-21%,i
Oc1ccc(N=Nc2n[nH]c(-c3ccccc3)n2)cc1,-8%,-12%,-0.5%,-2%,2.1,3%,?,-13%,i

# Next part, overlapping the part above by 3 compounds.
SMILES,HepG2 tox,Abeta yeast res,Nrf2 activator,MmCpn inh,CCT chaperon mod,TGFb inhibitor,A549 tox,Nrf2 block,Akt phos inh
Nc1c(Cl)cc(NC(=O)c2ccccc2C(=O)O)cc1Br,-17%,-8%,1.5%,-2%,-0.1,-4%,0%,11%,i
CCc1ccc(-c2nnn(Cc3nc4ccccc4s3)n2)cc1,-2%,9%,2.5%,0%,-0.6,-2%,-29%,-21%,i
Oc1ccc(N=Nc2n[nH]c(-c3ccccc3)n2)cc1,-8%,-12%,-0.5%,-2%,2.1,3%,?,-13%,i
Cc1ccccc1Oc1ncnc2sccc12,8%,-11%,7.8%,2%,1.2,0%,-21%,?,i
COc1cccc(-c2nc(CS(=O)CC(=O)NC3CCCC3)c(C)o2)c1 (centres undefined),-13%,-8%,0.7%,2%,-0.5,-11%,-4%,-6%,i
O=C(O)COc1ccc(/C=C/c2nc(-c3ccccc3O)n[nH]2)cc1,-4%,-11%,-0.6%,1%,-1.4,1%,-2%,4%,i
Cc1cccc(C)c1NC(=O)N1CCN(C2CCCCC2)CC1,1%,1%,-0.6%,-1%,-1.4,0%,4%,9%,i
COc1ccc(/C=C(\NC(=O)c2ccccc2)C(=O)NNC(=O)CCN2CCOCC2)cc1,2%,4%,0.6%,-4%,0.1,0%,1%,8%,i
O=C(Nc1ccccc1)N(c1ccccc1)C1C=CS(=O)(=O)C1 (centres undefined),13%,13%,-0.3%,3%,-0.7,7%,6%,5%,i
COC(=O)C1C(=O)C2=C(CC1C)NC(=O)CC2c1cccc(C)c1 (centres undefined),15%,-4%,0.2%,1%,-2.7,17%,0%,3%,i
CSc1cccc(NC(=O)COC(=O)c2ccccn2)c1,-3%,-13%,-0.7%,0%,1.5,-1%,-5%,5%,i
Cc1cc(N(C)Cc2ccccc2)nc(-c2ccccc2)n1,-2%,-1%,0.5%,-1%,3.1,0%,-24%,-7%,i
Cc1nn(-c2ccc(N3CCCC3)nn2)c(C)c1CCC(=O)Nc1ccccc1,-16%,-2%,0.5%,.,.,-4%,-1%,26%,.
CC12CCC(C(=O)N(c3ccccn3)c3ccccn3)(OC1=O)C2(C)C (centres undefined),6%,10%,0.3%,-1%,0.8,-10%,-5%,.,i
CC(=O)Nc1cc(Cl)ccc1OS(=O)(=O)c1ccc(C)cc1,38%,8%,-0.4%,-1%,-0.1,27%,-2%,0%,i
Cc1cc(C)cc(NC(=O)CCc2nc3sc4c(c3c(=O)[nH]2)CCCC4)c1,-85%,3%,0.1%,-1%,2.0,?,?,?,i
CCOC(=O)c1cc(NC(=O)CNCC(c2ccccc2)N(C)C)cc(C(=O)OCC)c1 (centres undefined),-29%,-28%,-0.9%,1%,0.1,-3%,-8%,-1%,i
CCn1c(COc2ccccc2C)nnc1SCC(=O)N1CCC(C)CC1,-15%,-11%,-0.2%,0%,-2.5,0%,3%,.,i
CCOC(=O)C1CCCN(C(=O)c2ccc3c(c2)N(C)C(=O)/C(=C/c2ccccc2Cl)S3)C1 (centres undefined),-16%,?,2.0%,0%,-2.6,?,-14%,23µM*,i
CC(C)(C)c1ccc(CC(=O)N2CCC2(C)C(=O)NS(=O)(=O)c2cccc(C#N)c2)cc1 (centres undefined),-10%,-9%,0.3%,.,0.0,8%,.,.,.
O=C(CSc1nc2ccccc2c(=O)[nH]1)Nc1ccc([N+](=O)[O-])cc1,-62%,3%,-0.6%,-1%,1.5,-14%,-6%,16µM*,i
CCC(Oc1ccccc1)C(=O)Nc1ccccc1C(=O)N1CCCCC1 (centres undefined),-19%,-3%,-1.4%,0%,-1.1,-28%,-1%,-17%,i
COc1ccc(C(=O)NNC(=S)Nc2ccccc2)cc1,-4%,21%,3.5%,0%,2.1,1%,0%,?,i
O=C(NC1(C(F)(F)F)C(=O)Nc2c1c(=O)[nH]c(=O)n2Cc1ccco1)C1CCCCC1 (centres undefined),0%,9%,0.0%,0%,-0.4,0%,-3%,8%,i
COc1ncc(-c2ccc3c(c2)S(=O)(=O)c2cccc(C(=O)NCc4ccco4)c2C3=O)cn1,-2%,3%,-0.1%,-1%,-0.9,-24%,15%,5%,i
Cc1cc([N+](=O)[O-])ccc1NCc1ccco1,0%,?,2.5%,1%,-3.5,0%,1%,-14%,i
Cc1ccc(Cl)cc1Nc1sc(C(=O)c2ccc(F)cc2)c(N)c1S(C)(=O)=O,-34%,2%,4.4%,.,.,?,-7%,?,.
CCc1nc2oc3ccccc3c(=O)c2c(=O)n1Cc1ccc(OC)cc1,-17%,-7%,1.9%,1%,0.6,-7%,.,-9%,i
O=C(CNC(=S)N(Cc1ccccc1F)C1CCCCC1)NCCN1CCOCC1,3%,8%,-0.8%,0%,-0.6,-11%,0%,5%,i
Cc1cc(=O)c2ccc3ccccc3c2[nH]1,-3%,-7%,0.2%,-3%,1.8,-15%,0%,?,i
CCC(CC)C(=O)NCCc1cc2c(C)ccc(C)c2[nH]c1=O,2%,-2%,-0.2%,-2%,-4.1,0%,1%,16%,i
Cc1ccc(-c2nnc(NC(=O)C3=COCCO3)o2)c(C)c1,-24%,22%,2.9%,-1%,-0.4,1%,0%,2%,i
Cc1cc(-c2ccccc2)[nH]c(=O)c1S(=O)(=O)c1ccccc1,-1%,-4%,13%,-3%,0.9,2%,6%,-22%,i
COc1ccccc1C1=NC(c2ccccc2)CN1c1ccccc1 (centres undefined),-4%,4%,1.9%,-8%,-1.7,-6%,20%,0%,i
COCCCNS(=O)(=O)c1ccc2[nH]c3c(c2c1)CCCCC3,-18%,29%,5.4%,-2%,1.3,-21%,?,-16%,i
O=C(N/N=C/c1ccccc1OC(=O)c1ccc2c(c1)OCO2)c1ccccc1,-38%,-2%,3.2%,0%,-3.4,?,-8%,-6%,i
Cc1cc(C(=O)OCC(=O)NC(C)c2ccccc2)c(C)o1 (centres undefined),0%,17%,0.1%,-4%,0.6,-9%,7%,6%,i
O=C(Nc1cccnc1)c1ccc(F)cc1,-11%,3%,0.5%,1%,-0.7,11%,-6%,-10%,i
Cc1onc(-c2ccccc2)c1C(=O)Nc1nnc(-c2ccncc2)s1,-10%,2%,-0.1%,0%,-3.0,-4%,11%,10%,i
COc1ccccc1N1CCN(CCN2C(=O)CC3(CCCC3)CC2=O)CC1,0%,0%,0.7%,.,-1.3,1%,2%,-3%,i
CC(=O)n1cc(/C=N/NC(=O)c2ccc([N+](=O)[O-])cc2)c2ccccc21,-10%,-2%,2.8%,1%,2.6,3%,-2%,?,i
C[C@@H]1CN([C@@H](C)CO)C(=O)c2c(c3ccccc3n2C)-c2ccccc2CO[C@H]1CN(C)C(=O)C1CC1,-7%,-3%,-0.3%,.,-1.1,-12%,.,.,i
CSc1ncnc2c1ncn2CC(=O)C1CCC2C3CCC4=CC(=O)CCC4(C)C3CCC12C (centres undefined),-41%,9%,3.0%,.,1.3,?,?,?,i
COc1ccccc1NC(=O)CSc1nnc(CNC(=O)c2ccco2)n1C,7%,2%,-0.5%,-1%,-3.1,-2%,-3%,-7%,i
CCOC(=O)C[C@H]1c2ccccc2S(=O)(=O)N1Cc1cccc(C(F)(F)F)c1,-22%&-23%,-5%,-0.5%,.,-0.9,-18%&-25%,6%,-9%,i
CCOc1ccc(NS(=O)(=O)c2ccc(C(=O)NCC(C)(C)N3CCOCC3)cc2)cc1,-14%,2%,0.4%,0%,-2.4,-7%,1%,-14%,i
C=CCNC(=O)NC(=O)CSc1nc2cc([N+](=O)[O-])ccc2n1-c1cccc(C(F)(F)F)c1,-18%,4%,-0.8%,1%,-6.0,-4%,-3%,-6%,i

# The order is random. About 4.3% of those tested had a hit in this group.
